NSD2 inh = blocks human NSD2 histone methyltransferase activity | NSD2-SET H3K36me1 DELFIA fluorescence, biochemical | inhibition, % at 12.5 µM | 44,000 tested, 0.07% active | AID 624260 | O96028; in the data active means inhibition above about 54%, passing the limit was not always enough;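 further: inhibitors reduce the monomethyl H3K36 fluorescence signal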
Target sequence (O96028 whole entry, looked up): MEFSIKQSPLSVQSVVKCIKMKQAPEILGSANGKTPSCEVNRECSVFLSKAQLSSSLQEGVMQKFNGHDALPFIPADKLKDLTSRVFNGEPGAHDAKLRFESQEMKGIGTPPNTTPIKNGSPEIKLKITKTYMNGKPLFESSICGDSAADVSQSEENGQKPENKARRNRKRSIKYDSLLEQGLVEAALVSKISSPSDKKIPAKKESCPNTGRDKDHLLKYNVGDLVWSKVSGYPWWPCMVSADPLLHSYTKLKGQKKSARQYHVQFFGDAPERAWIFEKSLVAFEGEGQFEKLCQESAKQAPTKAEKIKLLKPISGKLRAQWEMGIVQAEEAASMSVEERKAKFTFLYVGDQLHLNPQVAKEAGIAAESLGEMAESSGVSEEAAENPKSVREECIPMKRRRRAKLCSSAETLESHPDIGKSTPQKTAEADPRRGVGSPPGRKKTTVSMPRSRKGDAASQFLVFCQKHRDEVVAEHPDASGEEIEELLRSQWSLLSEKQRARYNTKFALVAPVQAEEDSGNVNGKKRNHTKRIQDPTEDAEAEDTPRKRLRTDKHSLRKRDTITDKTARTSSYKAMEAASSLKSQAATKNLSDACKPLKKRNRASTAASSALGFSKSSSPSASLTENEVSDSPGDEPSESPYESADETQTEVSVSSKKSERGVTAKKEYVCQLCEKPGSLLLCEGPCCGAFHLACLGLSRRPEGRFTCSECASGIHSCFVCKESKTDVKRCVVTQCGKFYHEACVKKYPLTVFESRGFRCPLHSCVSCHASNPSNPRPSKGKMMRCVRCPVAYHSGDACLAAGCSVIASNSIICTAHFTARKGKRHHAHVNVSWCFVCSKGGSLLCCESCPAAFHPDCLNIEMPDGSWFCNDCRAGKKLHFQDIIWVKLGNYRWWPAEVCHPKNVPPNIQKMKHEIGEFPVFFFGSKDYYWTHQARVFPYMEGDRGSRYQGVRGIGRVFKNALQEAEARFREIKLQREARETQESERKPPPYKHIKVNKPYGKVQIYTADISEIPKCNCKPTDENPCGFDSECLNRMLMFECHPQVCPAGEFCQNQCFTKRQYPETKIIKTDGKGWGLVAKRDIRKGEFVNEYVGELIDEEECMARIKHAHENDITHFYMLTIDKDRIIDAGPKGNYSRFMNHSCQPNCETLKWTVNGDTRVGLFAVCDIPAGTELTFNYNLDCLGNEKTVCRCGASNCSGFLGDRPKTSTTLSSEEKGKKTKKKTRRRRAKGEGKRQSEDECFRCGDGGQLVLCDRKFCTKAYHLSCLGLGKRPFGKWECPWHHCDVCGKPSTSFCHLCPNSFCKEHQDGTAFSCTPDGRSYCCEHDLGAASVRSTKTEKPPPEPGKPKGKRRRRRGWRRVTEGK
Starred values were filed as active, the others as inactive.

SMILES | NSD2 inh
CC1(C)CC[C@@]2(C(=O)O[C@@H]3O[C@H](CO)[C@@H](O)[C@H](O)[C@H]3O)C(C1)C1=CCC3[C@@]4(C)CC[C@@H](O[C@@H]5O[C@H](C(=O)O)[C@@H](O[C@@H]6OC[C@@H](O)[C@H](O)[C@H]6O)[C@H](O)[C@H]5O)C(C)(C)C4CC[C@@]3(C)[C@]1(C)C[C@H]2O (stereo partly specified) | 5
CC(C)NC(=O)Nc1ccc2c(c1)C(=O)N([C@H](C)CO)C[C@H](C)[C@@H](CN(C)C(=O)Nc1cccc3ccccc13)OCCCC[C@H](C)O2 | 14
C[C@@H]1CN([C@H](C)CO)C(=O)c2cc(NC(=O)Nc3ccccc3)ccc2O[C@H]1CN(C)S(=O)(=O)c1cn(C)cn1 | 6
COCC(=O)N(C)C[C@@H]1Oc2cc(-c3ccncc3)ccc2S(=O)(=O)N([C@H](C)CO)C[C@H]1C | 2
C[C@H]1CN([C@@H](C)CO)C(=O)c2cc(C#CC(C)(C)O)cnc2O[C@H]1CN(C)C(=O)CN(C)C | -10
C[C@@H]1CCCCO[C@@H](CN(C)S(=O)(=O)c2ccc(F)cc2)[C@H](C)CN([C@@H](C)CO)C(=O)c2cc(NS(=O)(=O)c3ccc(Cl)cc3)ccc2O1 | -4
C[C@@H]1CN([C@H](C)CO)C(=O)c2cc(NS(C)(=O)=O)ccc2O[C@H]1CN(C)C(=O)NC1CCCCC1 | 2
COc1c(O)cc2c(c1O)C(=O)OC(C)C2O (stereo unspecified) | 1
CCC(C)NC(=O)Cn1c(=O)n(-c2ccc(Cl)c(Cl)c2)c(=O)c2c(C)c(C)sc21 (stereo unspecified) | -4
COc1cc(C)c2c(=O)cc(-c3ccccc3)oc2c1 | 3
C[C@@H]1CN([C@H](C)CO)C(=O)Cc2cc(NS(=O)(=O)c3cccs3)ccc2O[C@H]1CN(C)Cc1ccc(-c2ccccc2)cc1 | -23
CC(C)NC(=O)N(C)C[C@@H]1Oc2ccc(NC(=O)Nc3ccc(F)cc3)cc2C(=O)N([C@@H](C)CO)C[C@H]1C | -5
O=C(C1=C[C@H](c2ccc(Br)cc2)C[C@H](OCc2ccc(CO)cc2)O1)N1CCN(Cc2ccccc2)CC1 | -7
COc1ccc(S(=O)(=O)Nc2cccc3c2O[C@H](CN(C)CC2CCCCC2)[C@@H](C)CN([C@H](C)CO)C3=O)cc1 | 2
C[C@H](CO)N1C[C@H](C)[C@H](CN(C)C(=O)Nc2ccc(C(F)(F)F)cc2)Oc2c(NS(=O)(=O)c3cccs3)cccc2C1=O | -9
COc1ccc(NC(=O)Nc2ccc3c(c2)[C@@H]2C[C@H](CC(=O)NCC4CC4)O[C@@H](CO)[C@@H]2O3)cc1 | -6
COCC(=O)N(C)C[C@H]1Oc2cc(C#CC(C)(C)O)ccc2S(=O)(=O)N([C@@H](C)CO)C[C@H]1C | -54
C[C@H](CO)N1C[C@H](C)[C@@H](CN(C)C(=O)Nc2ccccc2)Oc2ccc(NS(=O)(=O)c3ccc(F)cc3)cc2C1=O | 1
C[C@@H]1CN([C@@H](C)CO)S(=O)(=O)c2ccc(C#C[C@@H](C)O)cc2O[C@@H]1CN(C)Cc1ccc(-c2ccccc2)cc1 | -3
C[C@H]1CN([C@@H](C)CO)C(=O)c2cc(NC(=O)C3CC3)ccc2O[C@H]1CN(C)C(=O)Nc1ccccc1 | 3
C[C@@H]1CN([C@H](C)CO)C(=O)Cc2cc(NC(=O)Nc3cccc4ccccc34)ccc2O[C@@H]1CN(C)C(=O)Nc1cccc2ccccc12 | 4
COCC(=O)N(C)C[C@H]1Oc2cc(C#Cc3cccnc3)ccc2S(=O)(=O)N([C@H](C)CO)C[C@H]1C | -3
C[C@@H]1CCCCO[C@@H](CN(C)C)[C@H](C)CN([C@H](C)CO)C(=O)c2cc(NC(=O)NC3CCCCC3)ccc2O1 | -5
C[C@@H]1CN([C@H](C)CO)C(=O)c2cc(/C=C/c3ccccc3)cnc2O[C@@H]1CN(C)S(=O)(=O)c1cn(C)cn1 | 5
C[C@@H]1CN([C@H](C)CO)S(=O)(=O)c2ccc(-c3ccc(F)cc3)cc2O[C@H]1CN(C)C(=O)C1CCOCC1 | -3
C[C@@H]1CN([C@H](C)CO)S(=O)(=O)c2ccc(C3=CCCC3)cc2O[C@H]1CN(C)C(=O)CC1CC1 | 14
Cc1ccc(S(=O)(=O)Nc2ccc3c(c2)C(=O)N([C@H](C)CO)C[C@@H](C)[C@H](CN(C)C(=O)Nc2ccc(F)cc2)OCCCC[C@@H](C)O3)cc1 | -2
Cc1noc(C)c1NC(=O)Nc1ccc2c(c1)C(=O)N([C@H](C)CO)C[C@H](C)[C@H](CN(C)S(=O)(=O)c1ccc(F)cc1)O2 | -4
Cc1nn(CCCNC(=O)C2CCCO2)cc1Br (stereo unspecified) | 2
C[C@@H]1CCCCO[C@@H](CN(C)S(=O)(=O)c2ccc(F)cc2)[C@@H](C)CN([C@@H](C)CO)C(=O)c2cc(NC(=O)C3CCCCC3)ccc2O1 | 4
C[C@H](CO)N1C[C@H](C)[C@@H](CN(C)Cc2ccc(C(=O)O)cc2)Oc2ccc(NC(=O)Nc3ccc4c(c3)OCO4)cc2CC1=O | -13
C[C@H](CO)N1C[C@H](C)[C@@H](CN(C)S(=O)(=O)c2ccc(F)cc2)Oc2ccc(NS(=O)(=O)c3ccccc3)cc2CC1=O | -2
C[C@@H]1CN([C@H](C)CO)C(=O)c2cc(NC(=O)CCCCCC(=O)Nc3ccccc3N)ccc2O[C@H]1CN(C)C(=O)Nc1ccccc1 | -4
O=C(C[C@H]1C=C[C@H](NC(=O)C2CC2)[C@@H](CO)O1)NCc1ccncc1 | -1
C[C@H]1CN([C@@H](C)CO)C(=O)Cc2cc(NC(=O)Nc3cccc4ccccc34)ccc2O[C@@H]1CN(C)S(=O)(=O)c1cn(C)cn1 | 1
CC(C)NC(=O)N(C)C[C@H]1Oc2cc(C#CC3CC3)ccc2S(=O)(=O)N([C@H](C)CO)C[C@H]1C | -12
CC(C)NC(=O)N(C)C[C@H]1Oc2c(NC(=O)C3CCOCC3)cccc2C(=O)N([C@@H](C)CO)C[C@H]1C | 1
Cc1noc(C)c1NC(=O)Nc1cccc2c1O[C@H](CN(C)Cc1ccc(-c3ccccc3)cc1)[C@H](C)CN([C@H](C)CO)C2=O | 1
C[C@H](CO)N1C[C@H](C)[C@@H](CN(C)Cc2ccc(C(=O)Nc3ccccc3N)cc2)Oc2c(NS(C)(=O)=O)cccc2C1=O | 0
Cc1noc(C)c1NC(=O)Nc1ccc2c(c1)C(=O)N([C@@H](C)CO)C[C@@H](C)[C@H](CN(C)Cc1ccc(C(F)(F)F)cc1)O2 | -4
Cc1ccc(S(=O)(=O)N(C)C[C@H]2OCCCC[C@H](C)Oc3ccc(NC(=O)Nc4ccc5c(c4)OCO5)cc3C(=O)N([C@H](C)CO)C[C@H]2C)cc1 | -2
C[C@@H]1CCCCO[C@H](CN(C)C(=O)Nc2ccc(C(F)(F)F)cc2)[C@H](C)CN([C@H](C)CO)C(=O)c2cc(NC(=O)Nc3ccc(F)cc3)ccc2O1 | 10
Cc1noc(C)c1NC(=O)N(C)C[C@@H]1Oc2ccc(NC(=O)C3CCCCC3)cc2CC(=O)N([C@@H](C)CO)C[C@H]1C | 4
COc1ccc(CN(C)C[C@@H]2Oc3ccc(NC(=O)C4CCCCC4)cc3C(=O)N([C@H](C)CO)C[C@@H]2C)cc1 | -12
C[C@@H]1CN([C@H](C)CO)C(=O)c2cccc(NC(=O)CCCCCC(=O)Nc3ccccc3N)c2O[C@@H]1CN(C)Cc1ccncc1 | -3
C[C@@H]1CN([C@@H](C)CO)C(=O)c2cc(NC(=O)c3ccncc3)ccc2O[C@@H](C)CCCCO[C@@H]1CN(C)C(=O)Nc1ccccc1 | -7
Cc1ccc(S(=O)(=O)N(C)C[C@@H]2Oc3ccc(NC(=O)NC(C)C)cc3C(=O)N([C@H](C)CO)C[C@@H]2C)cc1 | -2
CN(C)C(=O)[C@@]1(Cc2ccccc2CN=[N+]=[N-])N=C(c2ccc(OCCCO)cc2)O[C@H]1c1ccccc1 | -1
C[C@H]1CN([C@@H](C)CO)C(=O)c2cccc(NC(=O)Nc3ccc(C(F)(F)F)cc3)c2O[C@H]1CN(C)S(=O)(=O)c1ccc(Cl)cc1 | -1
C[C@H]1CN([C@@H](C)CO)C(=O)Cc2cc(NS(=O)(=O)c3cn(C)cn3)ccc2O[C@H]1CN(C)Cc1ccc(C(=O)O)cc1 | 5
CO[C@H]1O[C@H](CO)[C@@H](OC(=O)Nc2ccccc2)[C@H](OC(=O)Nc2ccccc2)[C@@H]1OC(=O)Nc1ccccc1 | -2
CCC1=NN(C(=O)C(C)C)C(O)(c2ccc(Br)cc2)C1 (stereo unspecified) | 4
C[C@@H]1CN([C@@H](C)CO)C(=O)c2cc(NC(=O)Cc3cn(C)c4ccccc34)ccc2O[C@H]1CN(C)Cc1ccc2c(c1)OCO2 | 3
CC(C)NC(=O)N(C)C[C@H]1Oc2cc(-c3ccccc3F)ccc2S(=O)(=O)N([C@@H](C)CO)C[C@H]1C | -7
C[C@@H]1CN([C@@H](C)CO)C(=O)c2cc(NC(=O)NC3CCCCC3)ccc2O[C@@H](C)CCCCO[C@H]1CN(C)S(=O)(=O)c1ccc(F)cc1 | 2
COc1ccc(NC(=O)Nc2ccc3c(c2)C(=O)N([C@H](C)CO)C[C@@H](C)[C@H](CN(C)C(=O)Nc2c(C)noc2C)O3)cc1 | 8
C[C@H]1CN([C@@H](C)CO)C(=O)c2cccc(NC(=O)CCCCCC(=O)Nc3ccccc3N)c2O[C@H]1CN(C)S(C)(=O)=O | -5
C[C@@H]1CN([C@@H](C)CO)C(=O)c2cccc(NC(=O)NC3CCCCC3)c2O[C@H]1CN(C)Cc1ccc2c(c1)OCO2 | 2
C/C=C/c1ccc2c(c1)O[C@@H](CN(C)Cc1ccc(F)cc1)[C@@H](C)CN([C@@H](C)CO)S2(=O)=O | -1
Cc1cc(C(=O)Nc2cccc3c2O[C@@H](CN(C)CC2CC2)[C@@H](C)CN([C@H](C)CO)C3=O)n(C)n1 | -6

An excerpt from above in order of length of the SMILES, falling.
SMILES | NSD2 inh
COc1ccc(NC(=O)Nc2ccc3c(c2)C(=O)N([C@H](C)CO)C[C@@H](C)[C@H](CN(C)C(=O)Nc2c(C)noc2C)O3)cc1 | 8
Cc1cc(C(=O)Nc2cccc3c2O[C@@H](CN(C)CC2CC2)[C@@H](C)CN([C@H](C)CO)C3=O)n(C)n1 | -6
CC(C)NC(=O)N(C)C[C@H]1Oc2cc(-c3ccccc3F)ccc2S(=O)(=O)N([C@@H](C)CO)C[C@H]1C | -7
CCC1=NN(C(=O)C(C)C)C(O)(c2ccc(Br)cc2)C1 (stereo unspecified) | 4

2 compounds drawn at random from those above, as already listed:
SMILES | NSD2 inh
Cc1cc(C(=O)Nc2cccc3c2O[C@@H](CN(C)CC2CC2)[C@@H](C)CN([C@H](C)CO)C3=O)n(C)n1 | -6
C[C@@H]1CN([C@@H](C)CO)C(=O)c2cc(NC(=O)NC3CCCCC3)ccc2O[C@@H](C)CCCCO[C@H]1CN(C)S(=O)(=O)c1ccc(F)cc1 | 2

More results follow.
SMILES | NSD2 inh
C[C@H]1CN([C@@H](C)CO)C(=O)c2cc(NC(=O)Cc3ccccc3)ccc2O[C@H]1CN(C)C(=O)Nc1ccc(C(F)(F)F)cc1 | -7
C[C@H](CO)N1C[C@H](C)[C@H](CN(C)Cc2ccc(C(F)(F)F)cc2)Oc2ccc(NC(=O)C3CC3)cc2C1=O | 0
O=C(C[C@H]1CC[C@@H](NC(=O)C2CC2)[C@@H](CO)O1)Nc1ccccc1 | -6
C[C@H](CO)N1C[C@H](C)[C@@H](CN(C)Cc2ccncc2)Oc2ncc(C#Cc3ccccn3)cc2C1=O | 1
Cc1noc(C)c1NC(=O)Nc1cccc2c1O[C@@H](CN(C)Cc1ccncc1)[C@H](C)CN([C@H](C)CO)C2=O | 8
C[C@H]1CN([C@@H](C)CO)S(=O)(=O)c2ccc(C3=CCCC3)cc2O[C@@H]1CN(C)Cc1ccccn1 | 11
C[C@H](CO)N1C[C@H](C)[C@H](CN(C)C(=O)Nc2ccc(C(F)(F)F)cc2)Oc2ccc(NS(=O)(=O)c3ccc(F)cc3)cc2C1=O | -2
C[C@H]1CN([C@@H](C)CO)C(=O)Cc2cc(NC(=O)CCN3CCOCC3)ccc2O[C@H]1CN(C)S(=O)(=O)c1cn(C)cn1 | -3
C[C@H]1CN([C@@H](C)CO)C(=O)Cc2cc(N(C)C)ccc2O[C@H]1CN(C)C(=O)Nc1ccc(C(F)(F)F)cc1 | -1
C[C@@H]1CN([C@@H](C)CO)S(=O)(=O)c2ccc(-c3cncnc3)cc2O[C@H]1CN(C)Cc1cccnc1 | 18
C[C@H]1CN([C@@H](C)CO)C(=O)Cc2cc(NC(=O)CCN3CCOCC3)ccc2O[C@H]1CN(C)Cc1ccc(Cl)c(Cl)c1 | -8
C[C@H](CO)N1C[C@H](C)[C@H](CN(C)Cc2cccnc2)Oc2ncc(C#Cc3ccccn3)cc2C1=O | 11
C[C@@H]1CN([C@H](C)CO)S(=O)(=O)c2ccc(C3=CCCCC3)cc2O[C@@H]1CN(C)C(=O)c1ccccc1 | -1
COCC#Cc1cnc2c(c1)C(=O)N([C@H](C)CO)C[C@@H](C)[C@H](CN(C)C(=O)Nc1c(C)noc1C)O2 | 1

High-throughput results deposited in PubChem by Broad Institute.

An excerpt; count on the stated rates, not on these rows.
